# Bioassay records: PubChem BioAssay, several laboratories
# KCC2 mod: modulators of human KCC2 chloride dependent transport; AID 1456; Q9H2X9; KCC2 cells, thallium flux FluoZin-2 fluorescence; B-score of Tl+ flux slope (higher = more flux/activation; lower = inhibition) at 10 µM; 190,000 tested, 2.2% active;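 active = thallium flux slope and its plate-corrected score both differing from the plate sample mean at a set confidence after two filtering rounds, in either direction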;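 note: slope of fluorescence scaled to starting intensity during 10 to 20 s after thallium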
# Thrombin inh: blocks human thrombin protease activity | alpha-thrombin, Boc-VPR-AMC fluorogenic substrate cleavage | 220,000 tested, 0.26% active | AID 1046 | inhibition, % at 5 µM;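 active = inhibition at or above 40%; inactive = inhibition below 40%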;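 note: 0% = enzyme with no compound and 100% = wells without enzyme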
#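 Assay system: human alpha-thrombin enzyme. Reagent: Boc-VPR-AMC substrate, 15 µM final. Compound dosing: one concentration per compound, 5 µM, with 0.2% DMSO. Incubation: room-temperature reaction. Technique: AMC fluorescence, 355/460 nm. Measure: % inhibition relative to enzyme controls and enzyme-free blanks.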
# Furin inh: blocks human furin protease activity. AID 463115. purified furin, fluorogenic substrate cleavage. inhibition, % at 30 µM. 220,000 tested, 0.061% active. P09958; in the data active = inhibition above about 25%; note: inactives centre near -15
# EBV gp42 inh: inhibitors of Epstein-Barr virus glycoprotein 42. inhibition, % (tested at 21.74 µM). AID 1085. Q1HVG2. 220,000 tested, 0.42% active. Fluorescence polarization binding assay, mP read-out; in the data active = inhibition above about 50%
# Target sequence (Q1HVG2 whole entry, looked up): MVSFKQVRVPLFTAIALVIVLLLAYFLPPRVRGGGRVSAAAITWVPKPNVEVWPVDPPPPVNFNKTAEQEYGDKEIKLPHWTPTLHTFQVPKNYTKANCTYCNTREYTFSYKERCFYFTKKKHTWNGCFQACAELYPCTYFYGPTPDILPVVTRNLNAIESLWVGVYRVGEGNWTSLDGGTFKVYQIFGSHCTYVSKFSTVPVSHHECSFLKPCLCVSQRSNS
# Rad51 HR inh: blocks human Rad51 in homologous recombination; Q06609; 200,000 tested, 0.085% active; AID 1385; hRad51 DNA strand exchange, fluorescence dequenching; inhibition, % at 10 µM;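 active = inhibition above 40% at the single screening dose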;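 note: 0% = DMSO control wells and 100% = blanks with heterologous ssDNA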
# Target sequence (Q06609 whole entry, looked up): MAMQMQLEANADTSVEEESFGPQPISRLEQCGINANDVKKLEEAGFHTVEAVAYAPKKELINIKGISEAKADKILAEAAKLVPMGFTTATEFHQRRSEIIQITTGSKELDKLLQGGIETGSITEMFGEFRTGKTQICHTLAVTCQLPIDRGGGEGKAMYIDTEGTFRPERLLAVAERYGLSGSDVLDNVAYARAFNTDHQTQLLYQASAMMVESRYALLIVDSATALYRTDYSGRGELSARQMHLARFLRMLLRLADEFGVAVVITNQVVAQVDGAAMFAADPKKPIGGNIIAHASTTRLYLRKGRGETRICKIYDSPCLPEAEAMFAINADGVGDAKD
#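 Assay system: Human Rad51 nucleoprotein filaments preassembled on unlabelled ssDNA | Reagent: Donor/quencher-labelled 47-bp dsDNA substrate | Doses: One concentration, 10 µM final | Times: 37 °C 15-min filament assembly, 30-min compound preincubation, 15-min exchange | Technique: Fluorescein emission 520 nm, excitation 485 nm | Benchmarks: Plate control and blank wells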
# eIF4E 4G PPI: eIF4E/eIF4G interaction inhibition in translation initiation | 220,000 tested, 0.37% active | inhibition, % at 21.7 µM | P63073+Q04637 | TR-FRET eIF4E-eIF4GI(517-606) binding, 2 h;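 note: 0% = full FRET control wells and 100% = background wells lacking eIF4GI fragment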
# 14-3-3 Bad inh: disrupts binding of bovine 14-3-3 zeta to phospho-Bad peptide | P63103 | TR-FRET 14-3-3zeta/Dy647-pBad peptide displacement, 1 h | inhibition, % at 21.7 µM | 220,000 tested, 0.71% active;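 active = inhibition above about 70%, limit read from the data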;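 note: 0% = full 14-3-3 plus peptide FRET controls and 100% = background without 14-3-3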
# KLK5 inh: kallikrein 5 (human) inhibition; recombinant hK5, fluorogenic AMC substrate cleavage; inhibition, % at 5 µM; 210,000 tested, 0.59% active; AID 873;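 active = inhibition of 40% or more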;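 note: 0% = enzyme controls without compound and 100% = no-enzyme blanks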
# Target sequence (Q9Y337 67-293 limits assumed): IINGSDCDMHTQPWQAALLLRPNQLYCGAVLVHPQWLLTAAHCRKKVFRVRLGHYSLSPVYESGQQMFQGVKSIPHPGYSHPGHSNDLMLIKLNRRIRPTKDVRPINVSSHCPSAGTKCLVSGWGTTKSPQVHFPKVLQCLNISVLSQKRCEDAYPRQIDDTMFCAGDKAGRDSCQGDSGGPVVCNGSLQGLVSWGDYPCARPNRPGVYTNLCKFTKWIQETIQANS
# NCF1 inh: blocks human p47phox regulatory protein of NADPH oxidases. P14598. p47phox/p22phox peptide binding, fluorescence polarization, 2 h. inhibition, % at 24.7 µM. 220,000 tested, 0.53% active;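 note: 0% = p47phox with labelled peptide and 100% = labelled peptide alone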
# An asterisk follows results filed as active; nt = not tested or not shown; [ ] = dose if it differs, or a comment.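 Rule for the calls, unless noted: active = inhibition above about 30% (limit read from the data); inactive = the rest.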
SMILES,KCC2 mod,Thrombin inh,Furin inh,EBV gp42 inh,Rad51 HR inh,eIF4E 4G PPI,14-3-3 Bad inh,KLK5 inh,NCF1 inh
Nc1nc(SCC(=O)N2CCN(S(=O)(=O)c3ccc(Cl)cc3)CC2)n[nH]1,0.37,-6,-17,-3,-2,-2,-17,-2,-6
COC(CNc1ncnc2c1cnn2C)OC,0.48,-28,-26,-16,5,-2,-4,-8,-2
c1ccc(C2C3=C(Nc4ncnn42)c2ccccc2CCC3)cc1 (stereo not drawn),-0.53,-6,-16,-16,-17,-1,-13,-20,-9
CC(C)NC(=O)C1CCN(C2CCN(Cc3nc4ccccc4s3)CC2)CC1,-0.21,-11,-12,-10,-4,0,-11,2,-8
CCCOc1ccccc1-c1nc(SCCC(=O)O)n[nH]1,-0.024,0,-17[20 µM],-1,-3,-4,27,1,-2
O=C(OCc1cccc([N+](=O)[O-])c1)c1ccncc1,0.37,-5,-12,-27,19,1,-2,12,-3
CN(C)S(=O)(=O)c1cc(NC(=O)CN2C(=O)NC3(CCCc4ccccc43)C2=O)ccc1Cl (stereo not drawn),-1,-3,-6,-15,-8,-4[fluorescence artefact?],-1,-17,-5
O=C(Nc1ccccn1)C(NS(=O)(=O)c1cccc2nsnc12)c1ccccc1 (stereo not drawn),nt,-6,0,-8,-1,13,-6,-8,-4
O=C(COc1ccc(Cl)cc1)Nc1ccc(N2CCN(C(=O)c3ccco3)CC2)cc1,-0.19,1,-17[20 µM],-13,-132,3,-7,5,-16
CCCn1c2c(c(O)c(C(=O)NCCCN(CC)CC)c1=O)CCCC2,-1,0,-16[20 µM],-18,4,4,9[fluorescence artefact?],-9,-1
O=C(O)CCCCCN1C(=O)C(O)=C(C(=O)/C=C/c2ccccc2)C1c1ccc2c(c1)OCO2 (stereo not drawn),-0.5,-8,-10,-13,0,0,5,3,0
COc1ccc(CNC(=O)COC(=O)c2ccc3c(c2)OCCO3)cc1,-0.24,3,-16,0,-3,2,4,16,-5
Oc1ccccc1-c1nc2c3ccccc3c3ccccc3c2[nH]1,0.42,-13,-38,-11,0,0,2,-31,-47
N=C1SC(CC(=O)Nc2ccc([N+](=O)[O-])cc2)C(=O)N1c1ccccc1 (stereo not drawn),-0.034,2,-16,-16,-4,1,0,2,-19
Cc1ccc(C(=O)N/C(=C/c2cccnc2)C(=O)NCc2ccco2)cc1,0.76,-1,-12,7,nt,-2,1[fluorescence artefact?],-11,-6
COC(=O)c1cc(NS(=O)(=O)c2ccc(N3CCOCC3)c(N)c2)cc(C(=O)OC)c1,0.4,-8,-9,12,9,5,-1[fluorescence artefact?],-4,-1
COc1ccccc1NS(=O)(=O)c1cccc(C(=O)N/N=C/c2ccc3c(c2)OCCO3)c1,-1,-7,-16,9,4,22,-5,-14,-1
CCn1c2ccccc2c2cc(CN3CCN(S(=O)(=O)Cc4ccccc4)CC3)ccc21,0.28,1,-9,-4,nt,7,35,-2,-1
COc1ccc(CC(=O)Nc2ccc3c(C)cc(=O)oc3c2)cc1OC,0.064,-5,-12,-10,-2,-2,-8,-20,2
CC(Oc1ccc(/C=N/NC(=O)Cc2cccc3ccccc23)cc1)C(=O)O (stereo not drawn),0.24,-6,-19,0,nt,-6,-2,0,-6

# In the list so far, three contain a COOH group.
SMILES,KCC2 mod,Thrombin inh,Furin inh,EBV gp42 inh,Rad51 HR inh,eIF4E 4G PPI,14-3-3 Bad inh,KLK5 inh,NCF1 inh
CCCOc1ccccc1-c1nc(SCCC(=O)O)n[nH]1,-0.024,0,-17[20 µM],-1,-3,-4,27,1,-2
O=C(O)CCCCCN1C(=O)C(O)=C(C(=O)/C=C/c2ccccc2)C1c1ccc2c(c1)OCO2 (stereo not drawn),-0.5,-8,-10,-13,0,0,5,3,0
CC(Oc1ccc(/C=N/NC(=O)Cc2cccc3ccccc23)cc1)C(=O)O (stereo not drawn),0.24,-6,-19,0,nt,-6,-2,0,-6

# The list goes on.
SMILES,KCC2 mod,Thrombin inh,Furin inh,EBV gp42 inh,Rad51 HR inh,eIF4E 4G PPI,14-3-3 Bad inh,KLK5 inh,NCF1 inh
Cc1ccc(-c2cc(-c3ccc(F)cc3)c(C#N)c(N)n2)o1,-0.58,-5,-33,-13,nt,2,-1,-33,-19
O=C(c1cccc(Oc2ccc([N+](=O)[O-])cc2Cl)c1)N1CCCCC1,-1.8,2,-14,3,-2,5,-1,-8,-2
CC(C)OCCCNc1ncnc2c1[nH]c1ccccc12,0.26,-1,-27,11,2,6[fluorescence artefact?],2,-7,-10
CCN1CCc2c(sc(NC(=S)NC(=O)c3ccco3)c2C(N)=O)C1,0.9,-3,-20,0,-26,1,6,6,8
Cc1onc(-c2ccccc2Cl)c1C(=O)Nc1ccccc1,0.43,-1,-1[20 µM],-25,1,3[fluorescence artefact?],10,-7,3
O=C(c1noc2c1CCCC2)N1CCCCC1,0.74,-6,-20,-9,-5,0,2,14,4
Cc1cccc(N2CCN(C(=O)c3ccncc3)CC2C)c1 (stereo not drawn),-0.26,-5,-33,0,0,10,-11,-4,-4
Cc1cc(NC(=O)CSc2nc3cc4c(cc3c(=O)n2CCc2ccccc2)OCO4)no1,0.75,-2,-16,-17,-13,6,2,3,-6
CN(Cc1ccc2nonc2c1)Cc1nc(CC2CC2)no1,0.25,-1,-27,-8,nt,1,-14,nt,-5
C=CCNC(=O)c1onc(CSc2cccc(C)c2)c1C(=O)O,-0.85,-3,5[20 µM],-9,-5,-1[fluorescence artefact?],2[fluorescence artefact?],-25,-6
CCN(Cc1ccccc1)S(=O)(=O)c1ccc(S(=O)(=O)N(Cc2cccc(OC)c2)CC2CCCO2)cc1 (stereo not drawn),0.82,-2,-7[20 µM],-10,0,2[fluorescence artefact?],5,14,-4
Cn1c(SCC(=O)N2CCCc3ccccc32)nnc1-c1cccs1,-0.28,2,-25,-14,2,0,0,-18,-6
Cc1ccc2c(CC(=O)N3CCc4ccccc43)coc2c1,-0.93,-12,-18,-7,1,0,-4,-10,-17
CCn1cc([N+](=O)[O-])nc1C,1.2,-13,0,-10,3,9,-26,-17,-6
CC1CC(C(F)F)n2nc(C(=O)O)cc2N1 (stereo not drawn),-0.77,-23,-14[20 µM],-15,1,3,-5,4,-9
COc1ccc([N+](=O)[O-])cc1NC(=O)Cc1ccc(Cl)cc1,-0.075,1,-11,-4,nt,0,-8,-12,16
O=C(Nc1ccc(-c2nnc3n2CCCCC3)cc1)c1cc2ccccc2o1,-1.4,0,-28,-21,21,3[fluorescence artefact?],6[fluorescence artefact?],-9,-18
O=C(CN1CCCCC1)n1c2ccccc2c2ccccc21,-1.3,-5,-10,-6,22,3,-9,-1,-17
COC(=O)C1=C(C)N=C2SCCC(=O)N2C1c1cccs1 (stereo not drawn),0.053,-2,10,-22,1,9,10,-2,7
O=C(Cn1nnc2ccccc2c1=O)N[C@@H](Cc1c[nH]c2ccccc12)C(=O)O,0.2,-4,-8,11,nt,-4,-23[fluorescence artefact?],-5,5

# Profiles as entered above. Screens in order: KCC2 mod | Thrombin inh | Furin inh | EBV gp42 inh | Rad51 HR inh | eIF4E 4G PPI | 14-3-3 Bad inh | KLK5 inh | NCF1 inh
# CC1CC(C(F)F)n2nc(C(=O)O)cc2N1 (stereo not drawn) reads -0.77 | -23 | -14[20 µM] | -15 | 1 | 3 | -5 | 4 | -9
# O=C(CN1CCCCC1)n1c2ccccc2c2ccccc21 reads -1.3 | -5 | -10 | -6 | 22 | 3 | -9 | -1 | -17
# O=C(c1cccc(Oc2ccc([N+](=O)[O-])cc2Cl)c1)N1CCCCC1 reads -1.8 | 2 | -14 | 3 | -2 | 5 | -1 | -8 | -2
# CC(C)OCCCNc1ncnc2c1[nH]c1ccccc12 reads 0.26 | -1 | -27 | 11 | 2 | 6[fluorescence artefact?] | 2 | -7 | -10

# (more compounds)
SMILES,KCC2 mod,Thrombin inh,Furin inh,EBV gp42 inh,Rad51 HR inh,eIF4E 4G PPI,14-3-3 Bad inh,KLK5 inh,NCF1 inh
CCOC(=O)COc1ccc2c(C)cc(=O)oc2c1C(=O)c1ccccc1,-0.61,7,-27,-22,-12,-2,-7,-2,-8
CCc1nc2scc(-c3ccccc3)c2c(=O)n1N,-0.81,2,-19[20 µM],-9,-2,-9[fluorescence artefact?],-15[fluorescence artefact?],-11,-8
Cc1ccc(NC(=O)COC(=O)c2ccc([N+](=O)[O-])o2)cc1S(=O)(=O)N1CCCCC1,0.017,-3,-24,-15,16,2,-10,-3,-14
O=C1C(=O)N(CCO)C(c2cccc(F)c2)/C1=C(\O)c1ccc(Cl)cc1 (stereo not drawn),nt,0,7,-2,nt,-15,47,1,-8
Cc1ccc(-n2c(C)n[nH]c2=S)cc1,-0.65,-2,-8,10,nt,3,-7,-2,-20
O=C(CSc1nc2ccccc2c(=O)n1Cc1ccco1)c1ccccc1,-0.61,-3,-14,4,7,-28,-9,0,3
O=C(O)CC1SC(=O)N(Cc2ccccc2)C1=O (stereo not drawn),0.034,-10,-24,-6,-4,-1[fluorescence artefact?],-9[fluorescence artefact?],-20,1
CCCCC(=O)Nc1ccc(C(=O)N2CCN(C)CC2)cc1,0.052,-4,-18[20 µM],-12,-8,1,-6[fluorescence artefact?],-2,-10
CNC(=O)c1csc(Cc2c(Cl)sc3ccc(Cl)cc23)n1,-0.8,0,-13,-16,6,-1,-2,2,3
Cc1c(NC(=O)C2CCCN2S(=O)(=O)c2cccc3nsnc23)cccc1C(=O)O (stereo not drawn),nt,-7,-14,-14,-9,5,11,-8,-6
CCNc1nc(NCC)nc(OCC(=O)O)n1,1.4,-4,-1,-1,-10,0,7,0,1
COc1ccc(C(=O)N2CCN(C(=O)c3ccc(-c4ccccc4)cc3)CC2)cc1OC,nt,-7,-21,1,5,-5,-10,-10,1
CCOC(=O)C1=C(c2ccccc2)NC(=S)NC1c1cc([N+](=O)[O-])ccc1OC (stereo not drawn),-0.6,4,-6,-8,6,-6,-14,-3,-5
COC(=O)c1ccccc1NC(=O)CSCC(=O)Nc1ccc(F)cc1,nt,0,-14[20 µM],-21,-7,9,6,-14,-7
O=C(CSCC(=O)N1CCOCC1)Nc1ccccc1,0.082,-4,-29,-8,9,-15[fluorescence artefact?],-6,-16,-11
